NCI-60 one-dose screen, 48 h, at 10 µM unless noted. Numbers give growth in % (100 = growth as untreated, 0 = no growth, -100 = all killed).
HOP-92: HOP-92 NSCLC cells | 6.3% of 71,000 active
CCRF-CEM: CCRF-CEM leukemia; 7% of 77,000 active
A549/ATCC: A549/ATCC NSCLC; 3.7% of 81,000 active; AID 1794740
RPMI-8226: RPMI-8226 leukemia cells; 7.5% of 77,000 active; AID 1794781
M14: M14 melanoma. AID 1794745. 6.2% of 80,000 active
HOP-62: HOP-62 NSCLC; 3.9% of 80,000 active
EKVX: EKVX NSCLC. 3% of 71,000 active
UACC-62: UACC-62 melanoma; 5.4% of 81,000 active
Starred values were filed as active, the others as inactive; / = not tested or not shown. The calls were made as follows: active = growth percent below 10; inactive = the rest.

SMILES	HOP-92	CCRF-CEM	A549/ATCC	RPMI-8226	M14	HOP-62	EKVX	UACC-62
O=C(O)c1ccc(P(=O)(O)O)c([N+](=O)[O-])c1	/	/	93.0	101.9	114.2	101.3	/	107.7
CSc1n[nH]c2nc(-c3ccccc3Cl)[nH]c(=O)c12	/	107.8	103.3	/	/	117.7	100.9	95.0
O=C1CCC(N2Cc3c(CCCCCNC(=O)c4ccc(Nc5ccnc(-c6cncc7ccccc67)n5)cc4)cccc3C2=O)C(=O)N1 (configuration not stated)	85.2	69.4	96.8	65.1	106.4	88.2	96.5	81.5
COc1ccc(NC(=O)CSc2nc3ccccc3[nH]2)cc1	89.0	104.4	100.8	96.3	98.8	88.0	95.2	78.2
Cc1ccc(-n2c(C3=C(O)c4ccccc4C3=O)nnc2-c2ccccc2)cc1	85.2	106.8	88.9	99.0	114.5	85.8	100.7	89.3
CC(=O)c1cc2ccc(OCC(=O)N3CCCCC3)cc2oc1=O	102.9	103.1	100.2	97.1	105.8	89.9	103.0	100.7
COc1ccc(C(C)=O)cc1	91.3	95.2	105.7	101.8	115.2	109.1	99.5	108.3
Cc1ccc(S(=O)(=O)NCCCNc2nc(Nc3ccc(N4CCN(C)CC4)cc3)nc3ccsc23)cc1	49.6	18.1	37.1	6.6*	-69.6*	97.1	78.8	-48.3*
C=C1SC(=Nc2cccc(OC)c2)N(c2nc(Cl)nc(Cl)n2)C12CCCCC2	106.4	99.2	95.7	101.6	98.6	101.4	/	105.7
COc1ccc(-c2cc(C(=O)N=Nc3c(O)[nH]c4ccc(Cl)cc34)no2)cc1	/	105.6	99.6	109.9	100.3	97.0	95.0	98.8
CC/C(=N\NS(=O)(=O)c1ccc(C)cc1)c1ccc(OC)c(C)c1	/	91.9	102.8	87.8	111.9	94.4	/	96.9
CCN(CC)CC#CCOC(=O)[C@]1(C)CCC[C@]2(C)c3ccc(C(C)C)cc3CC[C@@H]12	76.7	4.5*	87.5	21.3	87.0	96.2	86.6	71.8
Cc1cc2c(C(C)C)c(O)c(O)c(C(=O)C(=O)NC(C)(C)C)c2c(O)c1-c1c(C)cc2c(C(C)C)c(O)c(O)c(C(=O)C(=O)NC(C)(C)C)c2c1O	83.5	84.7	83.7	86.2	94.1	73.0	94.9	92.9
O=C1/C(=C/c2ccc(OCCOc3ccc(Cl)cc3)cc2)N=C2SCCCN12	100.8	112.2	81.8	100.8	101.8	101.6	100.4	/
Cc1nc2cccc(CCCCCC(=O)NO)c2c(=O)n1-c1ccccc1	124.8	69.4	97.2	91.8	91.1	97.9	106.6	83.9
CC(C(N)=O)c1ccccc1 (configuration not stated)	/	100.1	111.1	103.5	102.0	109.7	105.4	101.6
CCSc1nc(Nc2ccc(S(=O)(=O)Nc3ccon3)cc2)c(C#N)c(-c2cccc(Br)c2)n1	90.2	77.7	/	79.3	103.7	93.9	87.7	91.5
CC(=O)CSc1nc(-c2cnccn2)cc(-c2cccs2)c1C#N	/	82.3	82.5	103.0	103.9	100.6	95.6	70.6
CC1(C)OC(CI)C(COS(C)(=O)=O)O1 (configuration not stated)	/	77.4	81.3	104.6	107.9	123.2	/	93.7
CC(=O)c1ccc(NC(=O)COc2ccc(C3SCC(=O)N3c3ccc(C)cc3)cc2)cc1 (configuration not stated)	93.7	94.3	97.9	96.0	101.4	100.8	97.3	86.6
CCOC(=O)c1c(-c2ccc(N(C)C)cc2)c(C#N)c(=O)n(-c2cccc(C(F)(F)F)c2)c1N	87.5	94.6	92.6	84.8	100.6	104.0	98.2	81.5
CCC(=O)Nc1nnc(Cc2ccc(OC)c(OC)c2)s1	32.6	38.3	-55.0*	15.6	22.7	-67.2*	/	-3.8*
C=Cn1c(O)c(N=NC(=O)c2ccc(S(N)(=O)=O)cc2)c2ccccc21	101.9	97.8	98.7	98.0	94.9	104.0	103.1	92.9
COc1cc(-c2nn(-c3cccc(NC(=O)c4ccc(N5CCOCC5)c(C(F)(F)F)c4)c3)cc2-c2ccncc2)ccc1Cl	11.5	0.9*	3.6*	8.3*	1.4*	29.5	/	8.4*
CC#CC(=O)N1CCC[C@H]1c1nc(-c2ccc(C(=O)Nc3ccccn3)cc2)c2c(N)nccn12	76.9	71.5	48.6	79.7	83.1	68.9	92.1	77.1

Other results follow.
SMILES	HOP-92	CCRF-CEM	A549/ATCC	RPMI-8226	M14	HOP-62	EKVX	UACC-62
CCOC(=O)c1[nH]n(-c2ccccc2)c(=O)c1/C=N/C(N)=S	109.5	105.5	85.6	109.8	99.1	92.6	105.4	96.3
COc1ccc2cc([C@H](C)CO)ccc2c1	81.8	157.0	104.0	126.1	109.6	111.4	105.2	110.8
CCOc1cc(/C=N\Nc2ccc([N+](=O)[O-])cn2)ccc1O	/	101.5	104.7	103.2	116.2	115.4	99.9	97.5
Cn1c(N)c(N=O)c(=O)[nH]c1=O	/	91.1	97.9	83.9	97.9	102.6	98.0	103.3
CC(=O)O[C@H]1CC[C@]2(C)[C@H]3CC=C4[C@@H]5[C@@H](C)[C@H](C)CC[C@]5(C(=O)NC(COC(=O)C(Cl)Cl)(COC(=O)C(Cl)Cl)COC(=O)C(Cl)Cl)CC[C@@]4(C)[C@]3(C)CC[C@H]2C1(C)C	/	74.3	38.4	28.1	56.9	89.0	45.4	32.2
O=C(NCCc1ccc(O)c(O)c1)c1ccsc1Nc1ccnc(C(F)(F)F)c1	89.7	54.4	107.9	60.1	97.2	108.6	/	88.1
O=CNc1ccccc1O	/	85.8	102.8	83.2	100.6	108.8	109.7	102.0
Cc1ccc(-c2[nH]c(=S)[nH]c(=O)c2C#N)o1	133.7	/	97.9	/	98.9	93.8	105.0	115.9
CCCCCC[n+]1cccc(C(N)=O)c1	86.1	101.7	78.7	88.9	98.3	89.6	108.9	98.9
O=C(CNc1nnc(-c2ccc(Cl)cc2)o1)Nc1ccc(-c2nc3ccccc3s2)cc1	87.9	53.3	95.8	95.4	101.8	106.8	104.4	86.1
O=C(N[C@@H](CC(=O)N1CCn2c(nnc2C(F)(F)F)C1)Cc1cc(F)c(F)cc1F)c1ccc(O)cc1	101.2	86.2	97.1	101.3	104.0	89.2	114.5	96.4
Cc1ccc(C(=O)OCCC(C)C)cc1	98.7	107.1	97.4	112.4	104.1	119.2	107.1	108.8
CCN(CC)c1ccc(C=Nc2cc(C(C)C)c(O)cc2C)cc1	91.5	90.1	89.2	89.4	103.4	84.3	95.5	/
CCCCNC(=O)N1CC(C(=O)OC)CC1=O (configuration not stated)	97.3	97.3	100.8	95.4	95.3	100.3	107.9	93.4
CC(C)(C)CC(C)(C)NCc1cc(C(C)(C)C)cc(CNC(C)(C)CC(C)(C)C)c1O	-1.4*	49.3	67.6	8.0*	70.1	69.4	37.2	82.9
O=C(O)CC(NC(=O)c1ccccc1)C(=O)O (configuration not stated)	107.1	105.9	100.4	99.0	95.3	90.4	97.0	97.3
OC(c1ccccc1)C(NC(Cc1ccccc1)c1ccccc1)c1ccccc1 (configuration not stated)	65.3	93.3	73.3	73.6	91.8	88.0	92.0	69.4
CCOC(=O)C1=C(C)NC(SCc2nc(C)c(C)nc2C)N=C1c1ccc(OC)cc1 (configuration not stated)	53.0	88.6	86.0	69.2	93.8	97.5	78.4	64.0
COc1ccc(Nc2nc(N)nc3c2CCc2occc2-3)cc1	99.6	97.3	102.7	101.5	93.6	98.4	84.1	93.9
NS(=O)(=O)c1ccc(CCN=C=S)cc1	23.4	10.4	71.5	/	12.6	101.4	99.9	68.5
CCCCn1c(=O)[nH]c2c(c1=O)C(c1ccc(F)cc1)c1c([nH]c(=O)n(CCCC)c1=O)N2	84.8	111.6	93.5	103.5	100.7	95.8	96.3	98.7
COc1ccc(-c2cc(-c3cccs3)n(Cc3ccccc3)c(=O)c2C#N)cc1	73.2	94.0	108.2	106.9	110.5	91.0	120.7	92.2
CS(=O)(=O)OCC1OC(n2ccc(NC(=O)c3ccccc3)nc2=O)CC1OS(C)(=O)=O (configuration not stated)	106.4	103.1	97.9	110.2	99.2	104.9	97.9	100.6
NCCc1c[nH]c(=S)[nH]1	79.6	93.5	94.0	102.6	99.5	91.9	90.8	109.2
c1ccc2c3c(ccc2c1)Sc1ccc2ccccc2c1N3	110.3	93.8	90.1	71.7	105.3	104.8	82.2	89.1

Among those listed so far, these contain a thiophene ring, fused or not.
SMILES	HOP-92	CCRF-CEM	A549/ATCC	RPMI-8226	M14	HOP-62	EKVX	UACC-62
Cc1ccc(S(=O)(=O)NCCCNc2nc(Nc3ccc(N4CCN(C)CC4)cc3)nc3ccsc23)cc1	49.6	18.1	37.1	6.6*	-69.6*	97.1	78.8	-48.3*
CC(=O)CSc1nc(-c2cnccn2)cc(-c2cccs2)c1C#N	/	82.3	82.5	103.0	103.9	100.6	95.6	70.6
O=C(NCCc1ccc(O)c(O)c1)c1ccsc1Nc1ccnc(C(F)(F)F)c1	89.7	54.4	107.9	60.1	97.2	108.6	/	88.1
COc1ccc(-c2cc(-c3cccs3)n(Cc3ccccc3)c(=O)c2C#N)cc1	73.2	94.0	108.2	106.9	110.5	91.0	120.7	92.2

Whole records as entered above.
Record of NS(=O)(=O)c1ccc(CCN=C=S)cc1 : HOP-92: 23.4; CCRF-CEM: 10.4; A549/ATCC: 71.5; RPMI-8226: /; M14: 12.6; HOP-62: 101.4; EKVX: 99.9; UACC-62: 68.5
Record of Cn1c(N)c(N=O)c(=O)[nH]c1=O : HOP-92: /; CCRF-CEM: 91.1; A549/ATCC: 97.9; RPMI-8226: 83.9; M14: 97.9; HOP-62: 102.6; EKVX: 98.0; UACC-62: 103.3

(next part)
SMILES	HOP-92	CCRF-CEM	A549/ATCC	RPMI-8226	M14	HOP-62	EKVX	UACC-62
CCCCn1c(Cc2ccc(Cl)cc2)nc2cc(OC)c(OC)cc2c1=O	/	-68.8*	66.3	23.4	79.2	91.2	59.1	52.5
Cc1nc(N)nc(N)c1[N+](=O)[O-]	83.5	94.1	90.2	92.8	98.5	98.4	101.8	104.5
Cc1cc(C)cc(C(=O)c2cc(Cl)ccc2OCCn2c(=O)ccn(CCOc3ccc(C#N)cc3)c2=O)c1	60.1	73.0	56.2	51.2	55.1	79.3	50.7	/
CCOC(=O)c1c(C)nc2c(c1N)/C(=C/c1ccc[nH]1)C(=O)N2Cc1ccc(C(F)(F)F)cc1	41.1	75.0	48.9	104.3	69.8	23.6	53.7	81.8
COc1cc(CNC(=O)/C=C/c2ccc3c(c2)OCO3)ccc1OCc1cn(-c2ccccc2)nn1	106.5	103.2	89.6	65.1	97.8	94.5	66.5	76.5
Oc1ccccc1N=Cc1ccc(Br)cc1	102.5	96.6	90.0	62.0	95.9	90.0	94.3	85.1
N#C/C(=C\c1ccc(-c2ccc(Br)cc2)o1)c1nc2ccccc2s1	90.4	94.3	111.4	100.0	99.3	87.0	63.6	91.3
COc1ccccc1N1CCN(Cc2c[nH]c3ncnc(OC)c23)CC1	67.9	88.0	96.7	82.9	84.7	114.0	91.4	95.5
O=S(=O)(Oc1ccc(-c2cn3ccsc3n2)cc1)C1CCCCC1	116.2	82.3	101.7	88.1	102.1	113.6	107.9	80.2
CCCCC1(CC)COC(c2ccccc2Cl)OC1 (configuration not stated)	98.1	103.4	102.4	107.2	93.3	105.5	92.5	102.6
COc1ccc(C(=O)/C=C/c2cc(C(F)(F)F)cc(C(F)(F)F)c2)cc1S(N)(=O)=O	-37.9*	10.7	-11.7*	3.0*	-75.8*	-44.7*	-93.0*	-73.4*
FC(F)(F)c1cccc(Nc2nc3ccccc3nc2Nc2cccc(C(F)(F)F)c2)c1	6.7*	-2.8*	3.1*	-30.9*	-69.9*	2.4*	/	-62.6*
COc1ccc(C(=NNS(=O)(=O)c2ccc(C)cc2)c2ccccc2)cc1OC	90.4	101.5	96.1	93.6	102.4	101.6	95.4	70.3
Nc1ccccc1-c1cc2c(c3c1[nH]c1ccccc13)-c1ccccc1C2	105.5	104.0	74.7	109.6	80.3	82.3	/	81.2
ClCC(Cl)[C@@H]1CC2C=CC1C2 (some centres not stated)	99.7	/	89.1	103.9	112.3	109.1	98.3	98.7
COc1cccc(COc2ccc(NC(=O)Nc3ccccc3)cc2)c1	/	83.9	31.2	70.1	88.5	72.9	61.3	63.0
S=C(Nc1ccc(Oc2ccc(NC(=S)NC3CCCCC3)cc2)cc1)NC1CCCCC1	/	60.3	54.8	65.4	78.9	86.3	71.6	71.2
CCCN1CC=C(NC(=O)CN2CCN(c3cc4c(cc3F)c(=O)c(C(=O)O)cn4C3CC3)CC2)NC1=O	82.4	99.4	107.8	110.1	89.1	112.1	94.9	88.8
CCCCC(=O)OC(C)COc1ccccc1C(C)CC (configuration not stated)	81.9	90.3	55.3	/	97.4	95.3	90.1	/
C=CCN(CCOC(=O)c1ccc([N+](=O)[O-])cc1)CCOC(=O)c1ccc([N+](=O)[O-])cc1	87.1	94.3	102.4	94.3	105.4	91.9	96.1	110.0
COc1nc(=O)n(C2C=CC(=O)O2)cc1F (configuration not stated)	87.8	48.7	122.7	70.1	69.9	110.3	78.4	59.7
O=C(CI)NC(=O)NC(=O)NCc1ccccc1	-17.4*	-23.8*	92.9	29.4	6.5*	85.9	93.6	79.3
O=c1[nH]nc(-c2cc(Cl)ccc2Cl)c(=O)[nH]1	91.4	105.5	104.6	109.3	96.3	107.0	/	93.5
O=C(/C=C(/C=C/c1ccc(C(F)(F)F)cc1)OB(F)F)/C=C/c1ccc(C(F)(F)F)cc1	92.7	93.2	90.5	93.0	98.9	87.7	88.8	100.0
CCOC(=O)COc1nc(-c2cnccn2)cc(-c2cccs2)c1C#N	94.4	93.0	98.5	96.8	106.6	99.9	95.0	82.1
